# Menin-MLL TR inh: menin-MLL binding inhibition, Texas Red mutant peptide; O00255; Potency, µM (series often up to 61.6 µM), without a hit: top-dose FP activity change, negative = inhibition, usual class: inhibitors; 270,000 tested, 0.23% active; Menin + Texas Red MLL mutant peptide, fluorescence polarization; active = well fitted inhibition curve with a large enough effect in the polarisation, with a control signal flat, not every such curve was filed as active; inconclusive = small, poorly fitted or top-dose-only effect, or effect the other way, or a change in a side signal; inactive = no such curve, though single readings can be large or run the other way; the % refers to the polarisation; also: potency is read from the fitted curve at half-maximal effect; % of control where 0% means no effect; many of its hits are not listed in these tables
# Mito fusion yeast: blocks mitochondrial division or promotes mitochondrial fusion; S. cerevisiae fusion-defective mutant growth rescue, CellTiterGlo 48 h; Potency, µM (highest dose often 46.1 µM), without a hit: top-dose growth rescue (activation), most hits filed as activators; 320,000 tested, 0.23% active;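 also: potency is read from the fitted curve at half-maximal effect; % of control where 0% means no effect; nearly all actives have a fitted effect of over 45% in size; temperature-sensitive fusion mutants such as fzo1-1 at 37 °C on non-fermentable ethanol glycerol medium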
#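 Growth-rescue viability read-out: after 48 h at the non-permissive 37C in glycerol/ethanol YPEG, yeast mitochondrial fusion mutants are measured by CellTiterGlo luminescence; compounds (23 nl pinned per well) restoring growth score as division inhibitors or fusion activators.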
# PKM2 act: activators of human pyruvate kinase M2 | P14618 | purified PKM2, Kinase-Glo ATP luminescence, activation; response scale: 0% is enzyme alone, no compound | Potency, µM (titrated, usually from 57.5 µM), inactives show top-dose activation, actives largely listed as activators | 260,000 tested, 0.34% active; also: potency is read from the fitted curve at half-maximal effect; % is scaled to controls: 0 for no effect and ±100 for the full control effect; nearly all actives have a fitted effect of over 55% in size
# Target sequence (P14618 whole entry, looked up): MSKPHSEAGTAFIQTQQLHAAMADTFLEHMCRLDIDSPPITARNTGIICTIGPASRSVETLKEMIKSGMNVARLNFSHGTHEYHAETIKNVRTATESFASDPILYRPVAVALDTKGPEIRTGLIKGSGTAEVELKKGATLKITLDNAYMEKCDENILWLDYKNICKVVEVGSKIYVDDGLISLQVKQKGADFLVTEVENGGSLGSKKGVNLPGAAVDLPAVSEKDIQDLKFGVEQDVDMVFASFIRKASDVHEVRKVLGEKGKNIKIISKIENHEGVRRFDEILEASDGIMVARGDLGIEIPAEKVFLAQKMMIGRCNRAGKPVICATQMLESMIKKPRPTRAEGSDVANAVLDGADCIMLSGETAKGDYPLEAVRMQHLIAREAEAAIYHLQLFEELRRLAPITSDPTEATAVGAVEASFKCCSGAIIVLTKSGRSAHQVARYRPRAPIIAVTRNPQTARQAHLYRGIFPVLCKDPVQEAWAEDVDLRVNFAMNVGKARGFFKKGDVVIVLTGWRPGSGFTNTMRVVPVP
#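 Purified hPK-M2 (>95% pure) converted ADP (0.1 mM final) to ATP with 0.5 mM PEP in 50 mM imidazole pH7.2, KCl, MgCl2, Tween 20, BSA; 1 h at room temperature. ATP detected by Kinase-Glo luminescence.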
# FLuc counter: counter-screen for miR-21 project: firefly luciferase inhibitors or activators; purified FLuc, Km substrates, luminescence inhibition; Potency, µM (series often up to 57.5 µM), inactives show at the highest dose activity change, negative = inhibition, usual class: inhibitors; 360,000 tested, 6.9% active; P08659; AID 588342;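 also: potency is read from the fitted curve at half-maximal effect; plate controls were vehicle for no effect and reference inhibitor for full effect; nearly all actives have a fitted effect of over 55% in size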
#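 Purified P. pyralis luciferase (10nM final) with 10uM D-luciferin and 10uM ATP (Km levels) in 50mM Tris acetate pH 7.5, 10mM Mg acetate, 0.01% Tween-20, 0.05% BSA; qHTS 6-point titration, ~60 µM downward; luminescence read.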
# ELG1 DNA repair: ELG1-dependent DNA repair inhibition; HEK293T ELG1-luciferase reporter, luminescence, 16 h; DNA damage induced by 5-fluorouridine; Potency, µM (doses to about 46.1 µM), inactives show at the top dose activity change, negative = inhibition, hits mostly inhibitors; 330,000 tested, 2.3% active; AID 504467; also: potency is read from the fitted curve at half-maximal effect; % is scaled to controls: 0 for no effect and ±100 for the full control effect; nearly all actives have a fitted effect of over 55% in size
#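 Quantitative HTS, concentration-response format. 2,000 cells/well co-treated with 5-fluorouridine and compound, 16 hr in 5% CO2 at 37 °C; ONE-Glo luminescence read after 30 min.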
# NPC1 prom act: NPC1 promoter activation; 320,000 tested, 2.4% active; Huh7 NPC1 promoter luciferase reporter, 24 h; Potency, µM (series often up to 9.22 µM), without a hit: at the top dose activation, most hits filed as activators; AID 485313;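 also: potency is read from the fitted curve at half-maximal effect; % of control where 0% means no effect; nearly all actives have a fitted effect of over 60% in size; reporter is driven by a mutant NPC1 promoter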
#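 Huh7 reporter cells (NPC1 promoter driving luciferase) are dosed with compound for 24 h at 37 °C, 5% CO2; luciferase detection reagent is then added and luminescence measured after 10 min at ambient temperature.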
# KCNH2 3.1 inh: KCNH2 3.1 (human) potassium channel inhibition; activity change, % (tested at about 1.8 µM); 340,000 tested, 0.95% active; U2OS KCNH2 3.1, thallium flux FluxOr; active compounds read low;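 active = maximum activity change below -70%; inconclusive = maximum activity change from -70% to -50%; inactive = maximum activity change above -50%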;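 also: thallium influx rate constant from kinetic fluorescence after stimulation buffer; % is scaled to controls: 0 for no effect and ±100 for the full control effect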
#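 U2OS cells transduced with KCNH2 3.1 mutant virus (1.77 x 10^8 /mL, 4 h), plated overnight at 37 C, loaded 45 min with FluxOr dye plus Red40 quencher. Thallium flux rate constant from kinetic reads after stimulation buffer, normalised to controls.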
# RORgamma inh: ROR gamma (mouse) transcription inhibition | Potency, µM (doses to about 53.6 µM), for the others: at the top dose activity change, negative = inhibition, actives largely listed as inhibitors | 310,000 tested, 5.4% active | P51450 | Drosophila S2 Gal4-RORgamma UAS-luciferase reporter, 20 h | AID 2551; also: potency is read from the fitted curve at half-maximal effect; % is scaled to controls: 0 for no effect and ±100 for the full control effect; nearly all actives have a fitted effect of over 60% in size
#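 A Gal4/UAS one-hybrid system in insect cells: metallothionein-promoter Gal4–ROR gamma fusion plus Photinus luciferase reporter. Copper sulfate 700 uM final, 20 hr ambient incubation, luminescent detection after 10 min with reagent.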
# Rab9 promoter act: activates the Rab9 promoter | Huh7 Rab9 promoter-luciferase reporter, luminescence, 24 h | Potency, µM (titrated, usually from 9.22 µM), inactives show at the top dose activation, negative = inhibition, hits mostly activators | 320,000 tested, 2.8% active | AID 485297; also: potency is read from the fitted curve at half-maximal effect; % of control where 0% means no effect; nearly all actives have a fitted effect of over 60% in size
#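 Cell-based reporter: Huh7 stable for Rab9 promoter-driven luciferase, plated in reduced-serum medium with 10% FBS at 1500 cells/well, compound-treated 24 h at 37 °C, luminescence read after 10 min reagent.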
# MBNL1-CUG inh: MBNL1-poly(CUG) RNA binding inhibition; Q9NR56; TR-FRET MBNL1-His/biotin-(CUG)12 binding, 665/545 ratio; Potency, µM (top dose mostly 57.5 µM), for the others: top-dose activity change, negative = inhibition, usual class: inhibitors; 280,000 tested, 0.036% active; active = well fitted inhibition curve with a large enough effect in the signal ratio, with a control signal flat, not every such curve was filed as active; inconclusive = small, poorly fitted or top-dose-only effect, or effect the other way, or a change in a side signal; inactive = no such curve, though single readings can be large or run the other way; the % refers to the signal ratio; also: potency is read from the fitted curve at half-maximal effect; % is scaled to controls: 0 for no effect and ±100 for the full control effect
# Target sequence (Q9NR56 whole entry, looked up): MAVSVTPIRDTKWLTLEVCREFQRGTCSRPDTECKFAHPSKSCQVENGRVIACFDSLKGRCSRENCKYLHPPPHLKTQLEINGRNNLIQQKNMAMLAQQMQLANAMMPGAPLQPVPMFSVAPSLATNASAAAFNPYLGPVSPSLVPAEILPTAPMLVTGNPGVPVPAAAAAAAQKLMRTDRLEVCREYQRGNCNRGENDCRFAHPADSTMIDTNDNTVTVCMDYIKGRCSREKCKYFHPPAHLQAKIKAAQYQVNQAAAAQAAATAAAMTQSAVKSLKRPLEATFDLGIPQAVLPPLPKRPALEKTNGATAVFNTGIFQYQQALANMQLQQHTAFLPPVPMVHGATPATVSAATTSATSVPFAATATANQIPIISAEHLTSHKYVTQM
#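 MBNL1-His + Biotin-(CUG)12, cpd titration 92 nM–58 uM; Tb anti-His Ab 0.055 ng/ul, SA-XL665 5 nM (final); 60 min RT; ratiometric 665/545 nm, Ex 340 nm; normalized to buffer and full-complex controls.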
# Gal4-VP16 FLuc: Gal4-VP16 reporter inhibition counter-screen | Drosophila S2 Gal4-VP16 UAS-luciferase, luminescence, 20 h | Potency, µM (titrated, usually from 53.6 µM), without a hit: at the top dose activity, negative = inhibition, most hits filed as inhibitors | 310,000 tested, 3.5% active | AID 2546;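 also: Gal4-VP16 expression switched on by copper sulfate through the metallothionein promoter; potency is read from the fitted curve at half-maximal effect; % is scaled to controls: 0 for no effect and ±100 for the full control effect; nearly all actives have a fitted effect of over 50% in size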
# Active calls of the source: *; u = inconclusive; x = not tested or not shown. Unless noted, calls follow the shape of the dose curve; as a rule, active = well fitted curve in the direction sought with a large enough effect; inconclusive = small, poorly fitted or top-dose-only effect, or another doubt; inactive = no such curve, though single readings can be large; an effect the other way counts as inactive or inconclusive.
canonical_smiles	Menin-MLL TR inh	Mito fusion yeast	PKM2 act	FLuc counter	ELG1 DNA repair	NPC1 prom act	KCNH2 3.1 inh	RORgamma inh	Rab9 promoter act	MBNL1-CUG inh	Gal4-VP16 FLuc
CCc1nnc(NC(=O)Nc2ccc(Cl)cc2)s1	-11%	2%	1%	-19%	u	27%	-14	14%	u	5%	6%
Cc1oc(-c2nc3ccccc3n2C)cc1C(=O)c1ccccc1	-1%	14%	-7%	0.38µM*	u	0.5µM*	-8	11µM*	0.32µM*	-3%	u
COc1ccc(N2CCN(C(=O)c3ccc(CS(=O)(=O)c4ccccc4C)o3)CC2)cc1	-17%	3%	2%	1%	u	-1%	-14	42%	-1%	0%	8%
CCCc1cc(Nc2ccccc2OCC)n2ncnc2n1	-5%	-1%	5%	-3%	12%	-6%	8	11µM*	-16%	14%	u
COc1ccc(C(=O)Nc2ccccc2C(=O)NCc2cccnc2)cc1OC	0%	-1%	2%	0%	u	-4%	10	x	3%	-10%	x
Cc1n[nH]c(C)c1S(=O)(=O)N1CCc2ccccc21	u	2%	u	-4%	-2%	-4%	-4	39%	7%	6%	9%
COc1cc(NC(=O)c2ccc(OC)c([N+](=O)[O-])c2)ccc1NC(=O)c1cccs1	u	-3%	0%	5%	7%	-2%	-44	-5%	-3%	x	-25%
Cc1ccc(P(C)(=O)c2ccc(C)cc2)cc1	1%	0%	4%	4%	-5%	-3%	6	0%	4%	2%	1%
O=C1NC2=C(C(=O)CCC2)C(c2ccccc2)N1 (stereo not given)	-4%	0%	-1%	-1%	9%	-3%	-16	-40%	-1%	5%	-2%
COc1ccc(NC(=O)c2ccc(-n3cncn3)c([N+](=O)[O-])c2)cc1OC	x	-6%	x	-10%	10%	1%	4	x	0%	x	x
O=C(CSc1nc2ccccc2o1)Nc1nc(-c2ccccc2)cs1	-22%	16µM*	1%	21µM*	u	15%	-3	-29%	2%	1%	-4%
O=C1C2CCCN2C(c2ccc(Br)cc2)N1c1ccc(F)cc1 (stereo not given)	-1%	-1%	2%	1%	0%	-1%	-5	-11%	2%	-11%	-10%
C#CCn1ccc(O)c(Cc2ccccc2)c1=O	17%	17%	x	-2%	-10%	1%	0	37%	-2%	-11%	2%
CCN(C(=O)CSc1ncnc2c1cnn2-c1ccccc1)C1CCS(=O)(=O)C1 (stereo not given)	x	-3%	x	u	0%	5%	12	x	-2%	x	x
O=C(c1cc(-c2ccccc2Cl)nc2ccccc12)N1CCN(c2ccccc2O)CC1	x	u	x	5%	13µM*	-1%	-9	x	1%	x	x
O=C(Nc1ccc(N2CCOCC2)cc1)C1CC1	-14%	-1%	-3%	-6%	26%	-5%	-15	12%	-1%	-8%	1%
O=c1cc(O)c2sc3nc(-c4ccccc4)cc(C(F)(F)F)c3c2[nH]1	6%	12%	-2%	-6%	25%	3%	-2	38%	8%	27%	u
CC(=O)c1sc(N/N=C\c2ccc(C)cc2)nc1C	23%	-10%	7%	2.4µM*	u	3.5µM*	x	-57%	2µM*	u	-24%
COc1ccc(-n2nc(C(=O)NCC(=O)N3CCCC3)c3ccccc3c2=O)cc1	-12%	1%	-2%	12µM*	18%	3%	11	-24%	0%	u	-14%
CCc1ccccc1NC(=O)CN(C)C(=O)CSc1nnc(Nc2cccc(C)c2)s1	10%	-2%	3%	12µM*	u	1%	11	u	-1%	-9%	-11%

# Some of the entries so far, with values under each structure:
# Values run as follows: Menin-MLL TR inh	Mito fusion yeast	PKM2 act	FLuc counter	ELG1 DNA repair	NPC1 prom act	KCNH2 3.1 inh	RORgamma inh	Rab9 promoter act	MBNL1-CUG inh	Gal4-VP16 FLuc
C#CCn1ccc(O)c(Cc2ccccc2)c1=O
 : 17%	17%	x	-2%	-10%	1%	0	37%	-2%	-11%	2%
CCN(C(=O)CSc1ncnc2c1cnn2-c1ccccc1)C1CCS(=O)(=O)C1 (stereo not given)
 : x	-3%	x	u	0%	5%	12	x	-2%	x	x
O=C(c1cc(-c2ccccc2Cl)nc2ccccc12)N1CCN(c2ccccc2O)CC1
 : x	u	x	5%	13µM*	-1%	-9	x	1%	x	x
O=C(Nc1ccc(N2CCOCC2)cc1)C1CC1
 : -14%	-1%	-3%	-6%	26%	-5%	-15	12%	-1%	-8%	1%

# The results go on.
canonical_smiles	Menin-MLL TR inh	Mito fusion yeast	PKM2 act	FLuc counter	ELG1 DNA repair	NPC1 prom act	KCNH2 3.1 inh	RORgamma inh	Rab9 promoter act	MBNL1-CUG inh	Gal4-VP16 FLuc
O=C(O)c1cnc2[nH]c3ccccc3n2c1=O	x	0%	1%	2%	3%	4%	-2	10%	2%	9%	-10%
CCCCCC(C(=O)O)C(C)CC(=O)NC1CCCCC1 (stereo not given)	11%	-7%	9%	4%	-7%	-10%	1	-4%	5%	3%	-14%
CCOC(=O)c1ccccc1NC(=O)CN(c1ccccc1OCC)S(C)(=O)=O	-2%	1%	-4%	2%	-29%	5%	-20	16%	-4%	-1%	-2%
CCc1ccc(NC(=O)C(NS(=O)(=O)c2ccc3c(c2)CCN3C(C)=O)C(C)C)cc1 (stereo not given)	x	-5%	x	-2%	17%	-20%	2	-2%	5%	-4%	-2%
COc1cc(C(=O)NNC(=O)C2CC=CCC2C(=O)O)cc(OC)c1OC (stereo not given)	-4%	1%	7%	3%	-10%	-1%	10	4%	-2%	-18%	-24%
O=C(NCc1n[nH]c(=S)n1-c1ccc(Br)cc1)c1ccc(S(=O)(=O)N2CCCC2)cc1	21%	9%	4%	-12%	-2%	-1%	-24	-20%	-2%	-1%	-12%
Cc1ccc(CN2CCN(Cc3cnn(-c4ccc(Cl)cc4)c3)CC2CCO)o1 (stereo not given)	6%	-2%	-2%	-8%	u	-4%	-3	5%	-2%	-4%	-1%
CC1=C(C(=O)Nc2ccccc2Cl)C(c2ccc(N(C)C)cc2)NC(=O)N1 (stereo not given)	0%	5%	-13%	-3%	30%	9%	2	u	3%	-5%	-15%
Cc1nn(C)c(Cl)c1NC(=O)OCc1ccccc1	-6%	1%	1%	4%	-1%	0%	16	29%	6%	4%	u
COc1cccc(COCC(O)CN2CCC(C(N)=O)CC2)c1 (stereo not given)	u	1%	-8%	-2%	-8%	2%	-18	-9%	2%	1%	-9%
COc1ccc(C2C(C(=O)Nc3cc(OC)c(OC)c(OC)c3)c3ccccc3C(=O)N2C)cc1OC (stereo not given)	-1%	1%	x	1%	12%	-1%	3	13%	-3%	2%	-22%
COc1ccc(Cl)cc1C(=O)Nc1cccc(-c2ccc3nncn3n2)c1	16%	1%	-1%	1%	5%	-9%	-26	-13%	-5%	-6%	-7%
O=C(CC(Sc1ccc(Br)cc1)C(=O)O)c1ccc(F)cc1 (stereo not given)	x	17%	x	-11%	6%	1%	14	u	-5%	-11%	u
O=C(O)c1ccc(/C=N/n2cc(-c3ccccc3)[nH]c2=S)cc1	x	12%	-14%	u	0%	12%	-3	-41%	-7%	u	-9%
Cc1ccc(-c2nnc(SCC(=O)Nc3ccccc3N3CCOCC3)o2)cc1	u	17%	-2%	u	x	x	7	u	x	-17%	-22%
CSc1nnc(-c2ccncc2)n1CCCN1CCCC1=O	8%	10%	3%	-1%	-14%	-5%	-3	0%	2%	1%	1%
COc1cccc(C2=NOC(C(=O)Nc3ccc(OC)c(OC)c3)C2)c1 (stereo not given)	-21%	1%	-3%	5%	-5%	-8%	-11	40%	6%	8%	-13%

# Screening results as filed in PubChem BioAssay.

# Some of the compounds tested. The share of hits here may be higher or lower than overall.
